HGIII-sPLA2 inh = Blocks human group III sPLA2 activity; QFRET BODIPY PC-A2 liposome hydrolysis, fluorescence; inhibition, % at 12.2 µM; 370,000 compounds, 0.56% hits;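 active means inhibition above mean plus 3 SD of compounds lying within the high and low control bounds, cut at about 19% in these data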;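 further: 0% = median of test compound wells and 100% = no enzyme DMSO wells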
NPR1 activator = GC-A (human) enzyme activation | P16066 | HEK293 GC-A cells, cGMP TR-FRET, EC30 ANP; 0% at EC30 ANP, 100% saturating ANP | activation, % at 10 µM | 370,000 compounds, 0.14% hits; in the data active means activation above about 40%
Target sequence (P16066 whole entry, looked up): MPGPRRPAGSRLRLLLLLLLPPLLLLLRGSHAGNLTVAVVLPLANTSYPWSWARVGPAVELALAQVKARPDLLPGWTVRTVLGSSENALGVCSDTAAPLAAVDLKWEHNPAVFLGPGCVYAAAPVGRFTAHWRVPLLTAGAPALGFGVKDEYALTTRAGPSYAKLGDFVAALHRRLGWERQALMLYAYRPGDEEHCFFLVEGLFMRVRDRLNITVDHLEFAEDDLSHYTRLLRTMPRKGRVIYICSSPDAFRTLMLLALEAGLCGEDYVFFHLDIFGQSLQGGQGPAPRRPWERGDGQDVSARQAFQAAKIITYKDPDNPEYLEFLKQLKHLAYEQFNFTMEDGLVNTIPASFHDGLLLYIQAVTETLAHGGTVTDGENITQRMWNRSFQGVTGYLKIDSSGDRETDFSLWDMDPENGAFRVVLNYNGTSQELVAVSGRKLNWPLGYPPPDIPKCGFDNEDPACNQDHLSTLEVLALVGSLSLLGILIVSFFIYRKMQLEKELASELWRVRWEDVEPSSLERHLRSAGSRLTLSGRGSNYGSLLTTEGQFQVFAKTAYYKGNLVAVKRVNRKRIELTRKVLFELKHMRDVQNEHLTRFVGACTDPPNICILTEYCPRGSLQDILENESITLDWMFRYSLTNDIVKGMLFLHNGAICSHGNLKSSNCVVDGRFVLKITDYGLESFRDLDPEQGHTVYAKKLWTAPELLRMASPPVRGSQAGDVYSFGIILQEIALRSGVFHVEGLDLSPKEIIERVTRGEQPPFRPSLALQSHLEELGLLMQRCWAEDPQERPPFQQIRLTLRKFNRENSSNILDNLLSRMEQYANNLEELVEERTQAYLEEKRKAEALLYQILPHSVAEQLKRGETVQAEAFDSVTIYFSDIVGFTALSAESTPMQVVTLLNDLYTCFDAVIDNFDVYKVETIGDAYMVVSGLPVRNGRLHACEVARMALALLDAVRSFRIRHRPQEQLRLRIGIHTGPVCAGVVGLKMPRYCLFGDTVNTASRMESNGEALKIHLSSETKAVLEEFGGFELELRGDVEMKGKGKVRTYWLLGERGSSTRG
NPR2 activator = GC-B (human) receptor activation; HEK293-GC-B cells, CNP EC30, cGMP TR-FRET; 0% at EC30 CNP, 100% saturating CNP; activation, % at 10 µM; 370,000 compounds, 0.11% hits;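 active means activation at 10 µM reaching about 35% in either raw or pattern-adjusted values, limit read from the data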
DAX1 inh-1 = blocks DAX1 repression of SF-1 activated StAR promoter; HEK293T StAR-luciferase reporter, SF-1/DAX-1 repression relief; inhibition, % at 6.8 µM; 370,000 compounds, 1.1% hits; AID 652010;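 active means inhibition above the mean over all tested compounds plus 3 SD, cut at about 3.6% in these data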;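 further: 0% = DAX-1 cells with DMSO and 100% = cells lacking DAX-1 with DMSO; higher inhibition means more luminescence from relief of DAX-1 repression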
GAA850 FXN act = activators of GAA850 frataxin (FXN) promoter; activation, % at 6 µM; HEK293 lucGAA850 FXN promoter luciferase reporter, 24 h; percent of 10 µM SAHA response; AID 540364; 360,000 compounds, 0.56% hits;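 active means activation above the average of all compounds screened plus 3 SD, cutoff fixed separately per campaign, cut at about 7.5% in these data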;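 further: 0% = DMSO wells and 100% = 10 µM SAHA wells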
ssDAF-12 act = activates DAF-12 receptor from parasite S. stercoralis; AID 652126; 370,000 compounds, 1% hits; activation, % at 6.8 µM; HEK293 ssDAF-12/GRIP1 lit1-tk-luc reporter, luminescence; % of 3 µM dafachronic acid response;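 active means activation above the mean over all tested compounds plus 3 SD, cut at about 0.9% in these data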;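 further: 0% = DMSO-only wells and 100% = 3 µM delta7-dafachronic acid wells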
hgDAF-12 ag = hgDAF-12 agonism, primary luciferase screen; 370,000 compounds, 1.8% hits; AID 687014; HEK293 GAL4-hgDAF12 UAS-luciferase reporter, agonist luminescence; normalized to butyrate control; activation, % at 6.8 µM;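 active means activation above a cutoff set at the mean of all screened compounds plus 3 SD, cut at about 10% in these data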;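 further: 0% = DMSO wells and 100% = sodium butyrate wells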
SMARCA2 activ = SMARCA2 function activation, primary screen; 370,000 compounds, 1% hits; activation, % at 9.1 µM; MG213 cells, MMTV-luciferase reporter, dexamethasone, overnight; in the data active means activation above about 7.8%;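 further: 0% = vehicle wells and 100% = reference activator wells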
hcDAF-12 act = H. contortus DAF-12 activation, primary screen | 370,000 compounds, 1.4% hits | activation, % at 6.8 µM | HEK293 hcDAF-12 lit1-tk-luc reporter, luminescence; 0% DMSO, 100% Δ7-dafachronic acid;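 active means activation above the mean of all tested compounds plus 3 SD, cut at about 5.5% in these data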;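 further: 100% = response to 3 µM Δ7-dafachronic acid high control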
KLK7 zymogen act = activates the human kallikrein-7 zymogen; P49862; purified proKLK7, EDANS-DABCYL substrate fluorescence; 100% is mature enzyme control, 0% vehicle; activation, % at 7 µM; 370,000 compounds, 0.9% hits; AID 652039;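 active means activation above the mean of all tested compounds plus 3 SD, computed per campaign excluding outliers beyond control limits, cut at about 13% in these data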
DAX1 inh-2 = inhibitors of human orphan nuclear receptor DAX1 (NR0B1). P51843. HEK293 Gal4-DAX1 luciferase reporter, luminescence. inhibition, % at 6.75 µM. 340,000 compounds, 0.99% hits. AID 504766;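 active means inhibition above the mean over all tested compounds plus 3 SD, cut at about 4.2% in these data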;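 further: 0% = DAX1-transfected cells with DMSO and 100% = empty-vector control cells with DMSO; inhibition shows as a rise in luminescence from relieved DAX1 repression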
Numbers without * were called inactive; . = no result given. This is a random part of the collection; about 6.7% have a hit in one of these screens.

SMILES	HGIII-sPLA2 inh	NPR1 activator	NPR2 activator	DAX1 inh-1	GAA850 FXN act	ssDAF-12 act	hgDAF-12 ag	SMARCA2 activ	hcDAF-12 act	KLK7 zymogen act	DAX1 inh-2
C#CCOc1c(Br)cc(/C=N\NC(=O)CN2CCOCC2)cc1OCC	-3	-1	6	-0.2	-1.0	-1.3	-0.4	-5	-2.3	-0.8	-0.6
CN=c1scc(-c2ccc(OC)cc2)n1/N=C(\C)c1cccnc1	5	2	2	-0.6	2.9	-1.9	5.7	-4	-1.2	-0.3	-1.1
CCCN(C(=O)CSCc1ccc(Cl)cc1)c1c(N)n(Cc2ccccc2)c(=O)[nH]c1=O	1	-5	2	-1.0	-1.7	-0.6	-1.1	-2	-1.4	-2.4	0.2
COc1ccc(OC)c(NC(=S)N2CCN(C/C=C/c3ccccc3)CC2)c1	4	2	9	-0.4	-2.0	-1.0	-1.5	3	-2.4	0.3	0.2
C/C(=N\NC(=O)CCC(=O)N/N=C(\C)c1ccc(C)o1)c1ccc(C)o1	2	0	2	-0.5	-0.6	-1.4	-0.6	-1	-1.0	0.6	.
O=CN1N=C(c2ccccc2)CC1c1ccc(Cl)cc1 (configuration not stated)	-2	2	3	-0.7	-1.8	-1.6	-2.4	-2	-0.6	0.7	0.7
O=C(CSc1ncnc2c1oc1ccccc12)N1CCCc2ccccc21	3	0	-1	0.8	5.3	-1.1	0.0	-2	-0.1	-0.5	-0.5
c1ccc(SCCN2CCc3ccccc3C2)cc1	2	0	1	0.6	2.3	-0.3	4.8	0	0.2	-0.1	-0.6
Cc1ccc(NC(=O)c2cccc(N3C(=O)C4C5CCC(C5)C4C3=O)c2)c(C)c1 (configuration not stated)	3	5	4	0.0	-0.6	-1.2	3.8	2	-1.4	0.7	0.6
O=C(Nc1ccc2oc(-c3ccccc3F)nc2c1)c1ccc([N+](=O)[O-])o1	3	-6	2	-1.5	1.8	-0.3	2.9	-1	0.7	0.9	0.0
O=c1cnnc(Nc2ccccc2F)[nH]1	5	-6	4	0.4	1.0	-1.1	-2.8	4	-1.8	-0.4	0.1
O=C(NCc1ccco1)c1sc2cc(Cl)ccc2c1Cl	-14	-3	-10	0.3	0.4	-1.0	0.9	6	-2.1	-0.1	-0.5
Cc1ccc(-n2nnnc2SC(C)C(=O)Nc2ccc(Cl)cn2)cc1 (configuration not stated)	-2	-5	-2	0.4	3.0	-2.1	-1.2	-3	0.5	0.4	-0.5
Cc1ccc(S(=O)(=O)N2C[C@H]3C(=O)C[C@@H](c4cccc5ccccc45)N(S(=O)(=O)c4ccc(C)cc4)[C@H]3C[C@H]2c2ccc(Cl)cc2)cc1	2	0	6	-0.6	-2.0	-1.3	2.3	-6	-0.7	-0.2	-0.1
CC(=O)Nc1ccc(S(=O)(=O)N2c3ccc(F)cc3CCC2C)cc1 (configuration not stated)	-6	-5	-4	-1.0	-2.8	-1.4	0.5	-4	-1.6	-0.2	-4.9
COCCN(C(=S)Nc1cccc(OC)c1)C(C)c1cccs1 (configuration not stated)	2	-3	-4	0.3	5.9	-1.4	2.9	-1	1.6	-0.3	-0.9
CCCC[C@H](C(=O)N(C)c1ccccc1)[C@@H](O)c1ccc(Cl)cc1	-2	-27	-25	-1.0	.	0.0	1.8	-3	-0.7	0.5	.
CCN(CC)c1ccc(C2C(C(=O)OC(C)C)C(=O)CC(C)(O)C2C(=O)OC(C)C)cc1 (configuration not stated)	-1	3	6	-1.1	-4.1	-1.7	0.0	-2	-0.1	0.1	-1.3
O=S(=O)(NCCCc1ccccc1)c1ccc(F)c(F)c1	-14	0	2	0.0	-0.8	-1.1	0.6	-1	-2.1	-0.2	4.8*
CCOc1ccc(Cl)cc1CNCCCSc1ncccn1	-5	-17	-11	0.0	0.9	-1.1	1.9	0	-1.1	-0.5	-0.6
Cc1ccc(NC(=O)c2cc(-c3cc(C)c(C)cc3O)n[nH]2)cc1C	4	3	3	0.2	2.3	-1.2	1.8	-1	-0.3	-0.1	-0.9
O=C(NCc1cccs1)c1ccc(N2CCCC2=O)cc1	7	1	4	0.2	2.6	-0.2	0.7	-2	1.7	1.1	0.9
O=C(CSc1nnc(-c2cccs2)n1-c1ccccc1)NCC1CCCO1 (configuration not stated)	-1	-1	-2	-0.5	-2.2	-1.6	0.0	-1	0.1	0.0	-0.2
Cc1ccccc1OCC(=O)Nc1ccc2c(c1)OCO2	23*	0	-2	1.1	-0.6	-1.3	6.0	1	0.9	0.1	3.0
O=[N+]([O-])c1ccc(O)c(/C=N/NC2=NS(=O)(=O)c3ccccc32)c1	2	2	-2	0.2	0.2	-1.7	-0.7	-2	1.4	0.1	1.9
COc1ccc(-c2nn(C)c3sc(C(=O)NCc4ccco4)cc23)cc1OC	-1	5	6	-0.6	-0.5	-0.8	-2.6	-1	-0.1	-1.9	-0.8
COc1cccc(N2CCN(C(=O)c3ccc(CS(=O)Cc4ccc(C)cc4)o3)CC2)c1 (configuration not stated)	-1	0	-1	-0.8	0.2	-1.4	2.0	-3	3.4	0.7	0.0
FC(F)(F)c1nc(NCC2CCCO2)c2nnn(Cc3ccccc3Cl)c2n1 (configuration not stated)	2	0	1	0.7	1.5	-0.8	2.4	2	0.0	0.2	-1.8
COC(=O)c1cc(C#N)c(N2CC(C)OC(C)C2)nc1C (configuration not stated)	2	-2	0	-0.8	-0.1	-0.4	0.6	-1	-2.0	0.8	1.7
CN(C)CCN(C(=O)c1ccccc1Cl)c1nc2c(Cl)cccc2s1	-10	-23	-15	-0.5	-4.0	-1.0	1.0	8	-0.8	-0.4	-1.3
CCOc1ccc(NC(=O)c2ccc(N3CC4CC(C3)c3cccc(=O)n3C4)c(NC(=O)c3cccnc3)c2)cc1 (configuration not stated)	2	-2	1	-1.5	-1.1	-0.4	-1.1	3	0.2	1.5	0.4
CCCCCN1CCCCC(NC(=O)c2c(F)cccc2F)C1=O (configuration not stated)	1	0	4	0.2	.	-1.6	0.5	4	2.4	-0.2	.
CCN1CCCC1CNC(=O)c1cc2cc(OC)c(OC)cc2[nH]1 (configuration not stated)	0	-2	5	0.3	1.8	-0.9	0.1	-3	0.1	17*	3.0
N#Cc1ccccc1OCC(=O)Nc1ccc2c(c1)OCCO2	-4	-1	2	4.1*	1.6	-0.5	12*	8.5*	6.5*	-0.3	0.9
COc1ccc(C(c2c(O)ccc3ccccc23)N2CCOCC2)c(OC)c1 (configuration not stated)	20*	-7	-9	0.9	2.0	0.1	5.2	-12	5.3	-0.7	0.8
O=C(NCCN1CCOCC1)c1cc2sccc2n1Cc1ccc(F)cc1	-7	-4	-6	-0.1	8.8*	-1.1	-0.1	5	-1.9	0.4	-1.2
O=C(CN1CCCCC1)Nc1ccc(Br)cc1[N+](=O)[O-]	6	-1	-2	-0.3	4.3	-0.6	1.3	1	-0.6	-0.7	1.7
O=C(c1ccc(Cl)cc1)N1CCCC(C(=O)N2CCN(c3ccccc3)CC2)C1 (configuration not stated)	-5	-2	-5	0.4	-0.7	-1.1	-0.1	-2	-0.4	-0.2	.
CCOc1ccccc1N(CC)C(=O)c1ccc2c(=O)n3c(nc2c1)CCCCC3	3	-3	-1	0.3	1.9	-0.9	0.0	1	1.1	0.3	0.0
COc1ccc(/C=C/C(=O)Nc2ccncc2)cc1OC	7	-3	0	-0.9	0.1	-0.8	-1.3	-2	-1.6	17*	1.4
CC1C/C(=N/Nc2nc3ccccc3[nH]2)CC(C)(C)C1 (configuration not stated)	2	2	-1	0.7	4.3	0.1	6.0	-2	0.1	-0.5	-0.1
C=CCn1c(COc2cccc(C)c2)nnc1SC(C)C(=O)NC1CC1 (configuration not stated)	1	2	2	-0.3	0.1	-1.5	-2.3	-1	-1.0	0.5	-0.2
O=C(O)CC/C(=C\c1ccc(N2CCCC2)c([N+](=O)[O-])c1)c1nc2ccccc2s1	-32	-3	-3	-0.1	-0.4	-0.2	0.9	-5	-1.7	0.7	0.7
COc1ccc(CN(C)C(C)C(=O)Nc2ccc(S(=O)(=O)N3CCCCC3)cc2)c(OC)c1 (configuration not stated)	-13	2	9	-1.9	-1.2	-1.5	-3.5	-3	-0.9	1.3	-2.2
CCCN1CCN(C(=O)c2ccc(S(=O)(=O)N(C)c3ccccc3OC)cc2)CC1	-3	-2	3	0.6	-1.0	-1.1	-1.2	-5	-1.8	0.2	0.7

Profiles from above. Values in the order: HGIII-sPLA2 inh, NPR1 activator, NPR2 activator, DAX1 inh-1, GAA850 FXN act, ssDAF-12 act, hgDAF-12 ag, SMARCA2 activ, hcDAF-12 act, KLK7 zymogen act, DAX1 inh-2
O=[N+]([O-])c1ccc(O)c(/C=N/NC2=NS(=O)(=O)c3ccccc32)c1 across the screens: 2, 2, -2, 0.2, 0.2, -1.7, -0.7, -2, 1.4, 0.1, 1.9
FC(F)(F)c1nc(NCC2CCCO2)c2nnn(Cc3ccccc3Cl)c2n1 (configuration not stated) across the screens: 2, 0, 1, 0.7, 1.5, -0.8, 2.4, 2, 0.0, 0.2, -1.8

Next part:
SMILES	HGIII-sPLA2 inh	NPR1 activator	NPR2 activator	DAX1 inh-1	GAA850 FXN act	ssDAF-12 act	hgDAF-12 ag	SMARCA2 activ	hcDAF-12 act	KLK7 zymogen act	DAX1 inh-2
O=C(Nc1cccc([N+](=O)[O-])c1)c1ccc2nc(N3C(=O)CCC3=O)sc2c1	-2	-6	-2	-0.2	-0.6	-1.1	-1.6	-1	-0.2	-0.3	0.6
COc1ccccc1CCc1nnc(CCC(=O)N(C)Cc2cccc3ncccc23)o1	-2	4	3	-1.2	2.9	-1.7	-2.2	1	-2.3	0.5	-0.8
O=S(=O)(c1ccccc1Cl)N1CCC(Cc2ccccc2)CC1	-6	6	2	-0.5	2.3	-0.8	-0.8	-3	-2.9	0.3	3.9
CCC(CC)c1nnc(NC(=O)CSCC(=O)Nc2cc(C)on2)s1	-1	1	-3	-0.1	2.5	-1.4	-0.4	0	0.6	0.6	0.6
COc1ccc(C2=NC(=O)/C(=C\c3cc(OC)c(OC)c(OC)c3)O2)cc1	14	-10	-9	0.0	-0.3	-1.1	2.2	1	0.7	-0.8	2.9
NNC(=O)c1[nH]c2ccc([N+](=O)[O-])cc2c1-c1ccccc1	1	-5	-8	-0.2	-1.7	-0.7	-2.4	7	-1.0	0.9	-1.0
OC(c1ccccc1)(c1ccccc1)C1CCN(CCCOc2cccc(C(F)(F)F)c2)CC1	-14	-9	-6	0.4	.	-0.4	0.9	-9	-1.4	-0.1	.
COc1ccccc1NC(=O)c1ccc(NC2=NC3CS(=O)(=O)CC3S2)cc1 (configuration not stated)	14	4	1	0.5	-0.8	-1.0	-2.6	-3	0.5	-0.5	-0.5
CC(C)C(C#CC1CC1)NCc1ccc2c(c1)OCO2 (configuration not stated)	18	-7	-6	-0.3	.	-1.6	-2.6	3	-2.5	0.2	.
O=[N+]([O-])c1ccccc1Nc1c2ccccc2nc2ccccc12	1	2	-5	-3.0	9.6*	-2.2	-9.0	-5	-3.9	1.0	-3.9
Cn1c(=O)c2cc(S(=O)(=O)N3CCC(c4ccccc4)CC3)ccc2n(C)c1=O	10	-3	0	-0.6	-0.7	-1.1	2.0	-3	-1.2	0.0	-0.4
O=C(COc1ccc(S(=O)(=O)N2CCOCC2)cc1)NCCCn1ccnc1	1	3	-6	0.4	2.8	-1.6	3.1	-2	1.2	0.6	-0.3
